NCI-60 one-dose screen, 48 h, at 10 µM unless noted. Numbers give growth in % (100 = growth as untreated, 0 = no growth, -100 = all killed).
DU-145: DU-145 prostate cancer; 81,000 compounds, 4.2% hits; AID 1794760
OVCAR-5: OVCAR-5 ovarian cancer; 82,000 compounds, 2.9% hits
OVCAR-3: OVCAR-3 ovarian cancer | 79,000 compounds, 7% hits
U251: U251 CNS tumor cells; 80,000 compounds, 5.4% hits
PC-3: PC-3 prostate cancer cells. 80,000 compounds, 3.9% hits
OVCAR-8: OVCAR-8 ovarian cancer; 81,000 compounds, 4.4% hits
OVCAR-4: OVCAR-4 ovarian cancer cells; 80,000 compounds, 3.7% hits
SF-268: SF-268 CNS cancer cells | 82,000 compounds, 3.1% hits
SK-OV-3: SK-OV-3 ovarian cancer cells; AID 1794785; 80,000 compounds, 3.2% hits
* = called active by the depositor; nt = no result given. Rule for the calls: active = growth percent below 10; inactive = the rest. The order is random, and some 9.5% of all compounds hit somewhere here.

(1) CCCc1nc2ccccc2[nH]1
(2) c1csc(C2=N[C@@H](c3cccs3)[C@@H](c3cccs3)N2)c1
(3) COc1cccc(-c2nc3sccn3c2-c2ccnc(NCCNC(=O)Nc3ccccc3)n2)c1
(4) CC(=O)CC(C)(C)NC(=S)Nc1ccc(O)cc1
(5) Cc1nc(-c2ccc(OCC(C)C)c(C#N)c2)sc1C(=O)O

assay / compound | 1 | 2 | 3 | 4 | 5
DU-145 | 130 | 122 | 102 | 99 | 119
OVCAR-5 | 104 | 106 | 126 | 109 | 112
OVCAR-3 | 118 | 127 | 109 | 98 | 114
U251 | 100 | 106 | 108 | 98 | 96
PC-3 | 97 | 90 | 84 | 99 | 95
OVCAR-8 | 100 | 124 | 75 | 91 | 106
OVCAR-4 | 106 | 104 | 106 | 99 | 102
SF-268 | 122 | 115 | 103 | 100 | 110
SK-OV-3 | 105 | 110 | 99 | 105 | 98

(6) N#Cc1c(-c2cccs2)nc2c(c(-c3ccccc3)nn2-c2ccccc2)c1-c1ccc(O)cc1
(7) Cc1ccc(C(=O)c2ccccc2)cc1C
(8) CCOC(=O)CN1C(=O)N2CC[C@@H](OC(C)=O)C[C@H]2c2ccccc21
(9) CCSC1C(=O)N(C)C(SCC)C(=O)N1C (stereo not given)
(10) Cc1cc(C(=O)c2ccccc2Cl)ccc1O

assay / compound | 6 | 7 | 8 | 9 | 10
DU-145 | 78 | 108 | 126 | 118 | 106
OVCAR-5 | 102 | 99 | 100 | 115 | 91
OVCAR-3 | 112 | 106 | 128 | 116 | 108
U251 | 78 | 96 | 104 | 104 | 98
PC-3 | 74 | 94 | 88 | 98 | 87
OVCAR-8 | 78 | 104 | 107 | 106 | 90
OVCAR-4 | 113 | 132 | 103 | 111 | 86
SF-268 | 82 | 102 | 116 | 114 | 105
SK-OV-3 | 93 | 114 | 98 | 107 | 106

(11) N#Cc1ccccc1-c1ccc(CN2C(=O)S/C(=C\c3ccc([N+](=O)[O-])cc3)C2=O)cc1
(12) Cc1ccc2nc(NC(=O)CSc3nc(N/N=C/c4ccc(Cl)cc4)c(C#N)c(-c4ccccc4)n3)sc2c1
(13) COC(=O)c1c2c(c[n+]([O-])c1C)C(=O)C=C(NCc1ccccc1)C2=O
(14) COC(=O)[C@H](Cc1ccc(O)cc1)n1cc(COC(=O)c2cccc3c(=O)c4ccccc4[nH]c23)nn1
(15) COc1cc2cc(Oc3ccc(NC(=O)c4cccc5c4OCCO5)cc3)c(C)nc2cc1OC

assay / compound | 11 | 12 | 13 | 14 | 15
DU-145 | 119 | 103 | -95* | 98 | 61
OVCAR-5 | 102 | 98 | -90* | 95 | 83
OVCAR-3 | 121 | 99 | -69* | 92 | 55
U251 | 100 | 100 | -93* | 94 | 57
PC-3 | 104 | 86 | -11* | 89 | 27
OVCAR-8 | 106 | 95 | -60* | 97 | 27
OVCAR-4 | 123 | 96 | -99* | 104 | 68
SF-268 | 106 | 97 | -52* | 96 | 73
SK-OV-3 | 106 | 107 | -88* | 112 | 34

(16) CCN(CC)CCCc1ccccn1
(17) O=c1ccn(C2CCCCC2)c(=O)[nH]1
(18) COc1cc2cc(C)c(Br)c(OC)c2cc1OC
(19) CC(C)[C@H]1COC(=O)N1[C@@H]1C(=O)N([C@@H](CCC(=O)N2CCN(C3CCCC3)CC2)C(=O)N[C@@H]2CCCc3ccccc32)[C@@H]1/C=C/c1cccc(Cl)c1
(20) COc1ccc(-c2nocc2-c2cccs2)cc1

assay / compound | 16 | 17 | 18 | 19 | 20
DU-145 | 109 | 120 | 109 | 65 | 107
OVCAR-5 | 104 | 109 | 86 | 105 | 89
OVCAR-3 | 107 | 97 | 119 | 69 | 108
U251 | 97 | 104 | 91 | 47 | 110
PC-3 | 96 | 92 | 81 | 26 | 101
OVCAR-8 | 98 | 106 | 99 | 74 | 110
OVCAR-4 | 95 | 104 | 103 | 68 | 99
SF-268 | 101 | 111 | 95 | 29 | 101
SK-OV-3 | 105 | 113 | 100 | 88 | 105

(21) COc1ccc2oc(=O)cc(C3C(C#N)=C(N)Oc4cc5ccccc5cc43)c2c1 (stereo not given)
(22) Clc1ccc2c(-c3c4ccccc4cc4[nH]c5cc(Cl)ccc5c34)c[nH]c2c1
(23) Nc1nc(Cl)cc(=O)[nH]1
(24) CCCCC1COc2cccc3c(SCC(=O)N(C)c4ccccc4)cc[n+]1c23 (stereo not given)
(25) O=C(CSc1nnc(-c2ccc(Cl)cc2)n1-c1ccccc1)Nc1ccc(C(=O)O)cc1

assay / compound | 21 | 22 | 23 | 24 | 25
DU-145 | 101 | 108 | 120 | 116 | 105
OVCAR-5 | 106 | 88 | 101 | 114 | 107
OVCAR-3 | 103 | 92 | nt | 119 | 111
U251 | 111 | 104 | 102 | 106 | 105
PC-3 | 106 | 85 | 97 | 111 | 104
OVCAR-8 | 98 | 102 | 109 | 107 | 103
OVCAR-4 | 97 | 87 | 109 | 109 | 104
SF-268 | 93 | 98 | 125 | 113 | 108
SK-OV-3 | 105 | 95 | 103 | 117 | 116

(26) CC1(C)CC[C@]2(CO)CC[C@]3(C)C([C@H](O)C[C@@H]4[C@@]5(C)CC[C@H](O)C(C)(C)[C@@H]5CC[C@]43C)[C@@H]2C1 (stereo not given in full)
(27) CC(N)C12CC3CC(CC(C3)C1)C2 (stereo not given)
(28) Oc1ccccc1-c1nnc(Nc2ccc(C(F)(F)F)cc2)o1
(29) COC(=O)C1CCCCCCC1=O (stereo not given)
(30) COc1ccc2cc(C(C)C(=O)Nc3ccc(S(=O)(=O)NC(C)=O)cc3)ccc2c1 (stereo not given)

assay / compound | 26 | 27 | 28 | 29 | 30
DU-145 | 109 | 117 | 97 | 116 | 111
OVCAR-5 | 108 | 99 | 110 | 111 | 115
OVCAR-3 | 121 | 112 | 95 | 116 | 105
U251 | 105 | 103 | 81 | nt | 99
PC-3 | 98 | 99 | 69 | 100 | 81
OVCAR-8 | 111 | 104 | 85 | 105 | 93
OVCAR-4 | 108 | 108 | 91 | nt | 107
SF-268 | 108 | 108 | 96 | 116 | 103
SK-OV-3 | 121 | 99 | 91 | 105 | 112

(31) CCNCCC(=O)N1[C@@H](c2ccc(Cl)cc2)c2[nH]c3ccccc3c2C[C@@H]1OC(C)=O
(32) COc1ccc(/C=N/NC(=O)Cc2nc3ncccc3[nH]c2=O)cc1
(33) O=C(c1ccccc1)c1ccccc1C(=O)c1ccccc1
(34) O=C(CCCC1CCCCC1)OC1CCCC1
(35) C=CC(=O)Nc1cccc(Oc2nccc(Nc3ccc(S(=O)(=O)Nc4ccccn4)cc3)n2)c1

assay / compound | 31 | 32 | 33 | 34 | 35
DU-145 | 102 | 103 | 103 | 103 | 91
OVCAR-5 | 87 | 96 | 105 | 107 | 96
OVCAR-3 | 100 | 110 | nt | 102 | 94
U251 | 101 | 94 | 98 | 102 | 94
PC-3 | 68 | 101 | 24 | 100 | 99
OVCAR-8 | 94 | 98 | 100 | 103 | 88
OVCAR-4 | 105 | 102 | 103 | 106 | 101
SF-268 | 93 | 97 | 74 | 101 | 78
SK-OV-3 | 89 | 96 | 111 | 103 | 108

(36) O=C1CC[C@H](c2ccc(O)c3c2C(=O)[C@@H]2O[C@@H]2C3=O)c2cccc(O)c21
(37) NS(=O)(=O)c1ccc(CCN2C(=O)c3ccccc3C2=O)cc1
(38) Cc1ccc2[nH]c(=O)cc(NNC(=S)Nc3ccccc3)c2c1
(39) CC(=O)c1sc(NC(=O)Nc2ccc(C)cc2C)nc1C
(40) C=C1C(=O)O[C@H]2[C@H]1CC/C(CNC(=O)/C1=C/CC[C@@]3(C)O[C@H]3[C@H]3OC(=O)C(=C)[C@@H]3CC1)=C\CC[C@@]1(C)O[C@@H]21

assay / compound | 36 | 37 | 38 | 39 | 40
DU-145 | 21 | 100 | 106 | nt | 105
OVCAR-5 | 100 | 105 | 97 | 102 | 111
OVCAR-3 | -9.0* | 108 | 102 | 64 | 85
U251 | 79 | 103 | 96 | 57 | 94
PC-3 | nt | 104 | 94 | 47 | 99
OVCAR-8 | 44 | 107 | 97 | 40 | 92
OVCAR-4 | 72 | 104 | 95 | 49 | 87
SF-268 | 84 | 101 | 100 | 82 | 98
SK-OV-3 | nt | 108 | 105 | 100 | 90

(41) CC(C)(C)OC(=O)N[C@@H](Cc1ccccc1)C(=O)N(Cc1ccccc1)C1(C(=O)NCc2ccccc2)CCN(Cc2ccccc2)CC1
(42) O=C(O)C1(Nc2ccc(Br)cc2)C=C(c2ccccc2)C(O)(c2ccccc2)C1 (stereo not given)
(43) COc1ccccc1C(c1ccccc1)C(c1ccccc1)(c1ccccc1)c1ccccc1 (stereo not given)
(44) C=CCn1c(SCC(=O)c2ccc(OC)cc2)nnc1-c1ccc(Cl)cc1
(45) C=C(C)[C@@H]1CC[C@]2(C(=O)NCCCCCCC(CCCN)CCCN)CC[C@]3(C)[C@H](CC[C@@H]4[C@@]5(C)CCC(=O)C(C)(C)[C@@H]5CC[C@]43C)[C@@H]12

assay / compound | 41 | 42 | 43 | 44 | 45
DU-145 | 76 | 93 | 103 | 98 | 104
OVCAR-5 | 31 | 103 | 101 | 91 | 108
OVCAR-3 | 48 | 75 | 100 | nt | 115
U251 | 34 | 63 | 99 | 99 | 113
PC-3 | 1.6* | 20 | 84 | 76 | 90
OVCAR-8 | 23 | 74 | 93 | 97 | 108
OVCAR-4 | 24 | nt | 105 | 96 | 110
SF-268 | 59 | 76 | 106 | 96 | 103
SK-OV-3 | 70 | 74 | 107 | 116 | 113

Eight compounds from above, sorted by SMILES length, high to low.
(45) C=C(C)[C@@H]1CC[C@]2(C(=O)NCCCCCCC(CCCN)CCCN)CC[C@]3(C)[C@H](CC[C@@H]4[C@@]5(C)CCC(=O)C(C)(C)[C@@H]5CC[C@]43C)[C@@H]12
(40) C=C1C(=O)O[C@H]2[C@H]1CC/C(CNC(=O)/C1=C/CC[C@@]3(C)O[C@H]3[C@H]3OC(=O)C(=C)[C@@H]3CC1)=C\CC[C@@]1(C)O[C@@H]21
(41) CC(C)(C)OC(=O)N[C@@H](Cc1ccccc1)C(=O)N(Cc1ccccc1)C1(C(=O)NCc2ccccc2)CCN(Cc2ccccc2)CC1
(35) C=CC(=O)Nc1cccc(Oc2nccc(Nc3ccc(S(=O)(=O)Nc4ccccn4)cc3)n2)c1
(42) O=C(O)C1(Nc2ccc(Br)cc2)C=C(c2ccccc2)C(O)(c2ccccc2)C1 (stereo not given)
(43) COc1ccccc1C(c1ccccc1)C(c1ccccc1)(c1ccccc1)c1ccccc1 (stereo not given)
(37) NS(=O)(=O)c1ccc(CCN2C(=O)c3ccccc3C2=O)cc1

assay / compound | 45 | 40 | 41 | 35 | 42 | 43 | 37
DU-145 | 104 | 105 | 76 | 91 | 93 | 103 | 100
OVCAR-5 | 108 | 111 | 31 | 96 | 103 | 101 | 105
OVCAR-3 | 115 | 85 | 48 | 94 | 75 | 100 | 108
U251 | 113 | 94 | 34 | 94 | 63 | 99 | 103
PC-3 | 90 | 99 | 1.6* | 99 | 20 | 84 | 104
OVCAR-8 | 108 | 92 | 23 | 88 | 74 | 93 | 107
OVCAR-4 | 110 | 87 | 24 | 101 | nt | 105 | 104
SF-268 | 103 | 98 | 59 | 78 | 76 | 106 | 101
SK-OV-3 | 113 | 90 | 70 | 108 | 74 | 107 | 108

(38) Cc1ccc2[nH]c(=O)cc(NNC(=S)Nc3ccccc3)c2c1

assay / compound | 38
DU-145 | 106
OVCAR-5 | 97
OVCAR-3 | 102
U251 | 96
PC-3 | 94
OVCAR-8 | 97
OVCAR-4 | 95
SF-268 | 100
SK-OV-3 | 105

Carrying on:
(46) NCCC(=O)CN
(47) NC(N)=N/N=C(/c1ccccc1)c1ccc(Cl)cc1
(48) COc1cc2c(cc1OC)C1=NN(C(=O)Nc3ccc(Br)cc3)C(c3ccncc3)C1C2 (stereo not given)
(49) CCCc1cc(=O)oc2c3c(c4c(c12)OC(C)(C)C=C4)OC(C)[C@H](C)[C@@H]3O (stereo not given in full)
(50) COc1cc(C2CC(=O)Nc3c2c(C)nn3C)cc(OC)c1O (stereo not given)

assay / compound | 46 | 47 | 48 | 49 | 50
DU-145 | 116 | 83 | 107 | 98 | 110
OVCAR-5 | 93 | 96 | 100 | 79 | 87
OVCAR-3 | 111 | 5.4* | 116 | 101 | 106
U251 | 99 | 71 | 91 | 80 | 95
PC-3 | 109 | 73 | 102 | 38 | 85
OVCAR-8 | 102 | 103 | 103 | 73 | 87
OVCAR-4 | 106 | 95 | 107 | 80 | 110
SF-268 | 109 | 62 | 104 | 89 | 98
SK-OV-3 | 102 | 81 | 103 | 88 | 89

(51) CC(C)CC(N)C(=O)NNc1n[nH]c(=S)n1N (stereo not given)
(52) Cn1ncc2cc(CN3CCO[C@H](COc4ccccc4)C3)ccc21
(53) COc1ccc(/C=C2\N=C3SCCCN3C2=O)cc1
(54) COc1cc(CC#N)c([N+](=O)[O-])cc1OC
(55) CC(C)=Cc1cc(-c2cc(C=C(C)C)on2)no1
(56) CN(C)CCN1C(=O)c2cccc3c(C#CCN4C(=O)c5cccc6cccc(c56)C4=O)ccc(c23)C1=O
(57) Cc1cc(N=Nc2ccc(-c3ccc(N=Nc4ccc(O)c(C(=O)O)c4)cc3)cc2)c(N)c(N=Nc2ccc(C(=O)O)cc2)c1N

assay / compound | 51 | 52 | 53 | 54 | 55 | 56 | 57
DU-145 | 106 | 109 | 106 | 109 | 112 | 108 | 110
OVCAR-5 | 98 | 100 | 91 | 111 | 108 | 104 | 100
OVCAR-3 | 104 | 106 | 109 | 109 | 106 | 108 | 93
U251 | 111 | 97 | nt | 96 | 101 | nt | 88
PC-3 | 105 | 96 | 91 | 101 | 98 | 96 | 78
OVCAR-8 | 109 | 97 | 97 | 98 | 105 | 89 | 91
OVCAR-4 | 104 | 86 | 91 | 128 | 105 | 95 | 97
SF-268 | 95 | 100 | 104 | 103 | 98 | 88 | 99
SK-OV-3 | 100 | 104 | 107 | 111 | 103 | 110 | 103
